ATXN viability = viability counter-screen for ATXN expression inhibitors; S2 cells (HEK-293 line with an ATXN2-luciferase reporter) viability, CellTiter-Fluor protease fluorescence, 24 h; Potency, µM (top dose mostly 56.7 µM), hits mostly cytotoxic; hit rate 0.49% among 400,000; further: nearly all actives have a fitted effect of over 40% in size
TGFb SMAD3 inh = inhibitors of TGF-b signaling | HepG2 CAGA-GFP TGF-b/SMAD3 reporter, GFP fluorescence, 18 h; TGF-beta stimulated, 500 pg/mL final | Potency, µM (doses to about 46.1 µM), for inactives: top-dose activity, negative = inhibition, most hits filed as inhibitors | hit rate 1.2% among 410,000 | AID 588855; further: on the % scale 0 is the no-effect control and ±100 the full control effect; nearly all actives have a fitted effect of over 65% in size
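HEPG2 CAGA-GFP reporter cells (1000/well, DMEM with 1% FBS) received compounds, then recombinant TGF-beta at 500 pg/mL final for 18 hours at 37 degrees C. Per-cell GFP summed per well was normalised to unstimulated and stimulated DMSO controls before curve fitting.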
EPAC2 antagonist = EPAC2 (human) antagonism; Q8WZA2; Potency, µM (doses to about 114 µM), without a hit: at the highest dose activity, negative = inhibition, usual class: inhibitors; hit rate 0.18% among 360,000; EPAC2 GEF exchange of Rap1B-BODIPY-GDP, fluorescence; further: on the % scale 0 is the no-effect control and ±100 the full control effect; nearly all actives have a fitted effect of over 45% in size; many of its hits are not listed in these tables
Target sequence (Q8WZA2 whole entry, looked up): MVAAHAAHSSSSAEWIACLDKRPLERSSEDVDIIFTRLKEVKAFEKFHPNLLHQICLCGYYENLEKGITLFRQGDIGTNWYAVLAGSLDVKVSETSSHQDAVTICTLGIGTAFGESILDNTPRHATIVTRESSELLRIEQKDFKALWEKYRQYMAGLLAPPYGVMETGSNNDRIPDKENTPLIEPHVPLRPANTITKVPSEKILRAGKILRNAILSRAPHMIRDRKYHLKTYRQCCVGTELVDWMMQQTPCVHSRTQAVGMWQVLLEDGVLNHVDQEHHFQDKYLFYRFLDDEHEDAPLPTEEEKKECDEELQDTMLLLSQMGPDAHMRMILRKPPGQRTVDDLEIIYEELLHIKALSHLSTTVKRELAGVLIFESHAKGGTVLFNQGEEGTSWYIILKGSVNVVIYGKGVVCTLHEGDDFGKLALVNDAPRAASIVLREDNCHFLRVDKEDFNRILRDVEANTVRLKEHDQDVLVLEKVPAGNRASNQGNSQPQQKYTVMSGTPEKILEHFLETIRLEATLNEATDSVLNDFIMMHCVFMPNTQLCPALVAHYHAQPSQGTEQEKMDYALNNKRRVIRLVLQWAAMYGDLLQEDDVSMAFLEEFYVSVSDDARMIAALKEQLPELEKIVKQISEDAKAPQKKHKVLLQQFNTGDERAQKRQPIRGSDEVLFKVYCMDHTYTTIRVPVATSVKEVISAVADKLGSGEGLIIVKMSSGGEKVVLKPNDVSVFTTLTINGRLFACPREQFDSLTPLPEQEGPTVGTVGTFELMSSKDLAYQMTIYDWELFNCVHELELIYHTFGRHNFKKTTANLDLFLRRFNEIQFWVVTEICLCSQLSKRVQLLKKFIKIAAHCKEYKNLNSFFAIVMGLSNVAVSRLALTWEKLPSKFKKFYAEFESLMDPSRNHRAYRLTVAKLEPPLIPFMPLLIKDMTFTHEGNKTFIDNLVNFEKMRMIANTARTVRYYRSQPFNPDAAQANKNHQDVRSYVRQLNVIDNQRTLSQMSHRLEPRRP
A549 tox = A549 cytotoxicity, counter-screen for Nrf2 inhibitors; A549 ARE-Fluc cells, CellTiter-Fluor viability, 18-24 h; Potency, µM (doses to about 46 µM), for the others: at the highest dose activity change, negative = cytotoxicity, usual class: inhibitors; hit rate 0.16% among 390,000; AID 504648; further: on the % scale 0 is the no-effect control and ±100 the full control effect
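A549 ARE_Fluc cells in 5% FBS OPTI-MEM were exposed to compounds in concentration-response for 18-24 h at 37 deg C. Viability was read by CellTiter-Fluor fluorescence (Ex 405/Em 525) after 30 min, before the luciferase read.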
HepG2 viability = HepG2 cytotoxicity, counter-screen for TGF-b inhibitors | hit rate 0.76% among 410,000 | HepG2 CAGA-GFP viability, ATP luminescence, 18 h | Potency, µM (highest dose often 46.1 µM), for inactives: at the top dose activity change, negative = cytotoxicity, usual class: cytotoxic; further: some results filed as inactive show a strong effect at the top dose
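CellTiter-Glo luminescence gave cytotoxicity after 18 hours at 37 degrees C. The cells were HepG2 CAGA-GFP in 1% FBS DMEM, stimulated with 500 pg/mL TGF-beta after compound addition. %Activity was normalised to no-cell wells (complete cell-killing) and DMSO (no toxicity), and curves were fitted and classified.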
Nrf2 inh = blocks Nrf2 signaling; A549 ARE-Fluc reporter, luciferase luminescence, 18-24 h; Potency, µM (doses to about 46 µM), for inactives: at the highest dose activity change, negative = inhibition, hits mostly inhibitors; hit rate 2.1% among 360,000; AID 504444; further: on the % scale 0 is the no-effect control and ±100 the full control effect; nearly all actives have a fitted effect of over 60% in size
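Nrf2 function is reported as luminescence of an ARE-controlled luciferase in A549 cells. Compounds were tested at several concentrations, and a CellTiter-Fluor read on the same wells flagged cytotoxicity.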
MCF10A rerep = DNA re-replication induction in MCF 10a cells | MCF 10A DNA re-replication, Hoechst nuclear intensity, 48 h | Potency, µM (titrated, usually from 46.1 µM), without a hit: at the top dose activity, positive = re-replication, most hits filed as activators | hit rate 2.9% among 350,000; further: % of control where 0% means no effect; nearly all actives have a fitted effect of over 50% in size
ATXN2 expr inh = ATXN2 expression inhibition; hit rate 0.72% among 360,000; HEK-293 ATXN2-luciferase reporter, luminescence, 24 h; Potency, µM (doses to about 57 µM), without a hit: at the highest dose activity change, negative = inhibition, actives largely listed as inhibitors; further: on the % scale 0 is the no-effect control and ±100 the full control effect; nearly all actives have a fitted effect of over 55% in size
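ATXN2-luciferase reporter cells (luciferase flanked by upstream and downstream ATXN2 gene portions) were treated 24 h at 37 °C with compounds at up to 57 uM. SteadyGlo luminescence gave expression; GF-AFC fluorescence gave viability.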
Nrf2 activator = activates Nrf2 signaling; hit rate 0.31% among 410,000; AID 624171; Potency, µM (titrated, usually from 46.1 µM), for inactives: at the highest dose activation, actives largely listed as activators; AREc32 ARE-luciferase reporter (MCF7-derived line), luminescence, 24 h; further: % of control where 0% means no effect; nearly all actives have a fitted effect of over 65% in size
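Steps: seed AREc32_Fluc cells (1000/well, 5% FBS OPTI-MEM); incubate overnight at 37 deg C; add 23 nL compound; incubate 24 hr; add Steady-Glo; hold 30 min RT; read luminescence.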
The depositor's hits bear a star; i = inactive; ? = inconclusive; · = not tested or not shown; [ ] = dose if it differs, or a comment. The call rests on the fitted dose curve; in most records, active means well fitted curve in the direction sought with a large enough effect; inconclusive means small, poorly fitted or top-dose-only effect, or another doubt; inactive means no such curve, though single readings can be large; an effect the other way counts as inactive or inconclusive. Potency means the concentration at half of the fitted maximal effect.

The line under a structure holds: Nrf2 inh | MCF10A rerep | Nrf2 activator | EPAC2 antagonist | HepG2 viability | TGFb SMAD3 inh | ATXN viability | A549 tox | ATXN2 expr inh
- O=C(NCC1CCCO1)C1CC1(c1ccccc1)c1ccccc1 (centres undefined)
  0% | 2% | -0.7% | 14% | -15% | 0% | ? | 0% | ·
- COc1cccc(CC(Cc2nc3ccccc3[nH]2)c2nc3ccccc3[nH]2)c1 (centres undefined)
  14% | 14% | 4.1% | 3% | -11% | -18% | i | -11% | 1%
- C[C@H]1CCCCO[C@H](CN(C)CC2CCCCC2)[C@@H](C)CN([C@@H](C)CO)C(=O)c2cc(NS(=O)(=O)c3ccccc3)ccc2O1
  · | · | -2.9% | -10% | -62% | 15% | ? | · | -25%
- Cc1[nH]n(C(N)=S)c(=O)c1N=Nc1ccccc1C(F)(F)F
  -13% | 6% | 3.9% | -10% | -30% | -46% | i | -18% | ·
- CCN(CCN1CCCC1)C(=O)C1CCC(=O)N(CCCN2CCOCC2)C1 (centres undefined)
  19% | -4% | 0.2% | 0% | -5% | 0% | i | 2% | 1%
- CS(=O)(=O)c1ccc(C(=O)NNC(=O)c2ccccc2-n2cccc2)cc1
  0% | 2% | -0.6% | -19% | -8% | 11% | · | -5% | ·
- CC(C#N)Sc1ccc(S(=O)(=O)N2CCCCC2)cn1 (centres undefined)
  -50% | -1% | -0.3% | 1% | -14% | 0% | i | 4% | -8%
- CCOc1ccc(/C=N/NC(=O)C(C)Sc2ccccn2)cc1OCC (centres undefined)
  ? | 0% | 2.5% | -5% | -12% | -21% | i | -13% | 8%
- COc1ccc(Cn2nnnc2C(c2cc(OC)ccc2OC)N2CCC(C(N)=O)CC2)cc1 (centres undefined)
  · | -5% | 5.6% | 5% | -11% | 16% | i | 1% | 4%
- Cc1ccn2c(NC(=O)c3ccccc3)c(-c3cccs3)nc2c1
  12% | -2% | 1.7% | -1% | -12% | -5% | ? | 3% | 12%
- CCN(C(=O)CSc1n[nH]c(N)n1)c1cccc2ccccc12
  -11% | 5% | 0.3% | -3% | -14% | -1% | ? | -5% | -16%
- CCC(c1nc2ccccc2[nH]1)N(C(=O)C1=NNC(=O)CC1)c1ccccc1 (centres undefined)
  · | · | -0.9% | -3% | -16% | -19% | ? | · | 15%
- COc1ccc(C(=O)Nc2cccc(OCc3cc(=O)n4c5c(sc4n3)CCCC5)c2)cc1
  8% | · | 2.2% | · | 8% | 25% | i | 1% | 6%
- Cc1ccc2nc(Cl)c(C3CC(c4ccco4)=NN3C(=O)CCCC(=O)O)cc2c1 (centres undefined)
  -11% | 2% | 0.3% | -11% | -12% | -1% | i | 1% | -4%
- CCOC(=O)C12CNC(=O)C(C(=O)OCC)(CNC1=O)C2
  6% | -2% | -0.6% | 5% | -4% | -1% | ? | -3% | 2%
- CCOC(=O)c1cnc(SCC(=O)Nc2ccc(NC(C)=O)c(OC)c2)nc1N
  ? | -6% | -0.2% | 0% | -2% | -8% | i | 0% | 0%
- S=C(NCCN1CCCCC1)Nc1ccc(Br)cc1
  3% | 0% | 1.9% | -4% | -1% | 2% | i | 2% | -32%
- CN1CCN(c2nc3c(c(=O)[nH]c(=O)n3C)n2CCSc2nc3ccccc3s2)CC1
  -20% | -3% | -0.3% | 0% | -10% | -19% | i | 0% | -3%
- O=C(Nc1ccccc1)c1ccsc1
  3% | -5% | 19% | 15% | -1% | 3% | ? | -2% | 18%
- CCNc1nc(NCC)nc(N(C)/N=C/c2ccco2)n1
  6% | 12% | ? | 3% | -16% | 1% | i | 1% | -3%
- CC1CCN(Cc2c(C(=O)O)nnn2-c2nonc2N)CC1
  -2% | ? | -0.4% | 3% | -20% | -1% | i | 4% | -26%
- CC1(C)CC(=O)C=C(C(=O)N2CCCC(C(=O)c3cccc(Cl)c3)C2)O1 (centres undefined)
  0% | 1% | -0.5% | 8% | -7% | 3% | i | 3% | -13%
- Cc1ccc(C(CC(=O)Nc2cc(C)cc(C)c2)N2Cc3ccccc3C2=O)cc1 (centres undefined)
  ? | · | 0.3% | · | -38% | ? | i | -20% | -37%
- CC(C)[n+]1ccn(C2=C([O-])c3ccccc3C(=O)/C2=N\S(=O)(=O)c2ccccc2)c1
  23µM* | 5% | -2.0% | -12% | -128% | 20µM* | i | -8% | -41%
- O=C(NCc1ccco1)c1c[nH]c2ccc(S(=O)(=O)Nc3ccc(F)cc3F)cc2c1=O
  -9% | · | 27% | · | -30% | 4% | i | -1% | -19%
- C/C(=N\NC(=O)c1cccnc1)c1ccccc1
  ? | 2% | 2.8% | 9% | -4% | -2% | i | -2% | 17%
- Cc1ccc(Cl)cc1N1CCN(Cc2nnc(-c3ccc4c(c3)OCO4)o2)CC1
  21µM* | · | -0.4% | · | -1% | 0% | ? | -11% | -21%
- O=C(c1ccccc1F)N1CCCc2ccccc21
  2% | ? | -1.0% | -3% | -23% | -7% | i | 0% | ·
- Cc1ccccc1S(=O)(=O)c1cc2ccccc2nc1N
  -20% | 15% | 2.4% | -21% | -47% | 14% | i | 0% | 3%
- O=C(COc1ccccc1F)Nc1ccc(OCc2cc(=O)n3ccccc3n2)cc1
  · | · | 3.1% | · | -20% | -29% | · | ? | ·

Next part; the last two above are carried over.
The line under a structure holds: Nrf2 inh | MCF10A rerep | Nrf2 activator | EPAC2 antagonist | HepG2 viability | TGFb SMAD3 inh | ATXN viability | A549 tox | ATXN2 expr inh
- Cc1ccccc1S(=O)(=O)c1cc2ccccc2nc1N
  -20% | 15% | 2.4% | -21% | -47% | 14% | i | 0% | 3%
- O=C(COc1ccccc1F)Nc1ccc(OCc2cc(=O)n3ccccc3n2)cc1
  · | · | 3.1% | · | -20% | -29% | · | ? | ·
- CCCC(=O)Nc1ccc(NC(=O)C2CC2)cn1
  3% | -2% | 0.3% | -5% | -4% | 8% | i | 2% | 14%
- Cc1nn(-c2ccc(F)cc2)c(Cl)c1/C=C/C(=O)OCC(=O)Nc1c(F)c(F)c(F)c(F)c1F
  -6% | ? | 0.2% | -8% | -38% | 11% | i | -10% | -21%[11.3 µM]
- COc1ccc(OC)c(C2=NO[C@@H]3C(=O)N(c4cc(Cl)ccc4OC)C(=O)[C@H]23)c1
  21% | 12% | 0.3% | -7% | 1% | 4% | i | -15% | -4%
- O=C(Nc1nnc(C2CC2)s1)C1Cc2ccccc2CN1S(=O)(=O)c1cccs1 (centres undefined)
  -5% | ? | 7.2% | -3% | -26% | ? | i | -7% | 30%
- O=C(CCNS(=O)(=O)c1ccc(Br)cc1)NC1CCN(Cc2ccccc2)CC1
  -23% | 7% | 1.9% | -5% | -18% | 11% | i | 1% | -20%
- N#CC(c1ccc(Cl)cc1)c1ccc(Cl)nn1 (centres undefined)
  -12% | ? | 8.1% | 7% | -3% | -15% | i | -7% | -21%
- OCCN1CCN(c2cc(-c3ccc4ccccc4c3)nc3ccnn23)CC1
  · | · | 3.1% | 0% | -9% | 25% | i | · | 12%
- COc1ccc(S(=O)(=O)N(C)C)cc1NC(=O)Cc1c[nH]c2ccccc12
  ? | 4% | 2.0% | -5% | -4% | 1% | i | 5% | 3%
- CCOc1ccc2nc(SCCNS(=O)(=O)c3ccccc3)sc2c1
  ? | 10% | 4.4% | 11% | -8% | ? | i | -17% | -16%
- CC1=C(C(=O)N(C)C)CC(CC(=O)NCCCN(C)C)C(=O)N1Cc1ccccc1 (centres undefined)
  · | · | -1.3% | 8% | -13% | -13% | i | · | 3%
- CCOC(=O)C1=C(C)N(C)C(C)=C(C(=O)OCC)C1c1cccnc1
  11% | 13% | -0.4% | 2% | -8% | -6% | i | -13% | -12%
- O=C(NNC(=S)Nc1ccc(Cl)c(Cl)c1)c1cccc([N+](=O)[O-])c1
  8% | -26% | 9.3% | -12% | -46% | ? | i | 1% | -1%
- Cn1nc(C(=O)NCc2ccccc2)c2c1-c1ccccc1SC2
  3% | · | 6.5% | · | -17% | -19% | · | 14% | ·
- CCCSc1ccc([C@@H]2[C@H]3C(=O)N(CC)C(=O)[C@H]3[C@]3(C(=O)OC)CCCCN23)cc1
  ? | -7% | 4.3% | -12% | -32% | -8% | i | -2% | -38%
- COCCNC(=O)C(C)N(c1ccc(Oc2ccccc2)cc1)S(C)(=O)=O (centres undefined)
  -3% | ? | 0.4% | -7%[57.1 µM] | 1% | 13% | i | -4% | -5%
- COc1ccc(C2C=C(c3ccc(Br)cc3)Nc3nc(N4C(=O)CCC4=O)nn32)cc1 (centres undefined)
  -10% | -1% | 0.1% | 9% | -3% | 18% | · | -11% | 0%
- COc1cc(Cl)c(C)cc1NC(=O)Cn1ncc2c([nH]c3ccccc32)c1=O
  20% | · | -0.4% | · | -32% | 10% | i | 3% | 14%
- Cc1nn(CC(=O)O)c(C)c1C
  7% | -190%[0.0737 µM] | -0.3% | -3% | 5% | 1% | i | 0% | -1%
- CCOC(=O)c1sc(NC(=O)c2ccc(OC)cc2)nc1C
  ? | -4% | -0.3% | 0% | -19% | -18% | i | 0% | 5%
- O=C(Nc1ccc(O)cc1)C1CC=CCC1 (centres undefined)
  -13% | -2% | -0.7% | 9% | -3% | -1% | i | · | -13%
- Cc1cc(C(=O)N2CCN(c3ncccn3)CC2)cs1
  7% | -3% | 0.0% | 10% | 1% | -14% | i | 0%[1.84 µM] | 2%
- CC(=O)Nc1ccc(S(=O)(=O)N2CCn3cccc3C2C)cc1 (centres undefined)
  9% | 3% | 0.1% | -10% | -9% | 6% | i | -2% | 7%
- Cc1sc(NC(=O)c2ccccc2)c(C(c2ccc(Cl)cc2)N2CCN(CCO)CC2)c1C (centres undefined)
  ? | ? | 11% | -6% | -108% | ? | · | -11% | ?
- CCC(NC(=O)c1ccc(C#CC2(O)CCCCC2)cc1)C(=O)O (centres undefined)
  3% | -2% | -0.3% | -3% | -13% | 10% | i | 0% | -13%
- COc1cc(/C=C/C(=O)Nc2ccc(S(=O)(=O)Nc3ncccn3)cc2)ccc1OCC#N
  11% | 25% | 3.3% | 2% | 3% | 11% | ? | -6% | ·
- COCc1nnc(SCC(=O)Nc2cccc(Cl)c2C)n1-c1ccccc1
  -6% | 3% | -0.2% | -1% | 7% | 14% | i | -2% | 3%
- CCOC(=O)c1cccc(NC(=O)c2ccc(N(C)C)cc2)c1
  16µM* | 4% | -1.1% | -15% | 8% | -6% | i | -6% | -27%
- Cc1cccc(C)c1NC(=O)c1cc2c(=O)c3ccccc3oc2nc1C(F)(F)F
  4% | 0% | -0.2% | 6% | 0% | -2% | i | -3% | -11%

An excerpt (hit frequency here may not be typical).
